Screening results (PubChem BioAssay)
SMN2 splice enh = qHTS Assay for Enhancers of SMN2 Splice Variant Expression; HEK293 SMN2-luciferase splicing reporter, luminescence, 30-36 h; Potency, µM (top dose mostly 46.1 µM), without a hit: at the highest dose activity change, positive = activation, actives largely listed as activators; actives 2.8% (n = 210,000); AID 1458, 2008; further: potency means the concentration at half of the fitted maximal effect; % of control where 0% means no effect; nearly all actives have a fitted effect of over 55% in size
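qHTS luciferase splicing reporter: luminescence rises when SMN2 exon 7 is included in transfected HEK293 cells. Compound exposure lasted 30-36 h at 37C, with 4.5 mM final sodium butyrate as control, followed by a ONE-Glo read.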
HTT ATP protect = qHTS Multiplex Assay to Identify Dual Action Probes in a Cell Model of Huntington: Cytoprotection (ATP). actives 0.14% (n = 230,000). Potency, µM (doses to about 56.4 µM), for inactives: cytoprotection (ATP increase), most hits filed as activators. PC12 HTT-Q103 induced, cytoprotection, ATP luminescence, 40 h;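 further: potency means the concentration at half of the fitted maximal effect; % of control where 0% means no effect; nearly all actives have a fitted effect of over 45% in size; toxic huntingtin expression switched on by the ecdysone agonist tebufenozide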
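Huntington model: PC12 line, ecdysone-inducible HTTQ103 exon1–GFP, tebufenozide 100 nM. Test articles in a dose series. Endpoint luminescence from cellular ATP.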
CBFb RUNX1 block = qHTS Assay for Compounds Blocking the Interaction Between CBF-beta and RUNX1 for the Treatment of Acute Myeloid Leukemia; Runt-related transcription factor 1 (Homo sapiens) + Core-binding factor subunit beta …; AlphaScreen CBFb-His/RUNX1-biotin binding, biochemical; Potency, µM (series often up to 59.8 µM), inactives show at the highest dose activity, negative = inhibition, usual class: inhibitors; 230,000 tested, under 10 active; AID 1477, 2009; further: % of control where 0% means no effect
Target sequence (Q01196 whole entry, looked up): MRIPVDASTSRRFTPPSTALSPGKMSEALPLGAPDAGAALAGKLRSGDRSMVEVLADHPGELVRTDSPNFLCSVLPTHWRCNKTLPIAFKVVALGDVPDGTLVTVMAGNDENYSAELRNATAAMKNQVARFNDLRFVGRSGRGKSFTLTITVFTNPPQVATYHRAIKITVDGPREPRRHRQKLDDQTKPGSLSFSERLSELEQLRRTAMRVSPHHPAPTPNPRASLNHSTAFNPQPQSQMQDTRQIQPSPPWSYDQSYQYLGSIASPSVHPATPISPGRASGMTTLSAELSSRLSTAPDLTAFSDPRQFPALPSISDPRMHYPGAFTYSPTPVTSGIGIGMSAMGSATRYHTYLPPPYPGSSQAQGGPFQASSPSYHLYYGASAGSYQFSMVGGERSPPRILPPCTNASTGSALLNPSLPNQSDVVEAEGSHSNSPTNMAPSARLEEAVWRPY
Target sequence (Q13951 whole entry, looked up): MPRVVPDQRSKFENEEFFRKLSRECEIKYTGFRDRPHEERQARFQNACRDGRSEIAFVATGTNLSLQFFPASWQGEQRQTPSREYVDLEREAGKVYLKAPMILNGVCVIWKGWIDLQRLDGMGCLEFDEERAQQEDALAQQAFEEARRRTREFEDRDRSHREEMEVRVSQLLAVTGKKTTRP
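Room-temperature protein-protein interaction test with 30 nM each of His-tagged CBF-beta and biotinylated RUNX1, 15 min with compound, then 90 min with nickel plus streptavidin beads. Signal read in AlphaScreen mode.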
IMPase Li cell = qHTS Assay for Identifying the Cell-Membrane Permeable IMPase Inhibitors: Potentiation with Lithium; CHO-M1 cells, IP1 TR-FRET (IP-One), carbachol + lithium; Potency, µM (top dose mostly 59.4 µM), for the others: top-dose activity, negative = IMPase inhibition, most hits filed as inhibitors; actives 0.35% (n = 210,000); AID 1457, 2008;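 further: IP1 builds up when IMPase is blocked and the TR-FRET signal falls; potency means the concentration at half of the fitted maximal effect; plate controls were basal vehicle for no effect and high inhibitor control for full effect; nearly all actives have a fitted effect of over 50% in size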
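Concentration–response in CHO-M1 cells, lithium-potentiated; 30 min at 37C. IP1 detected by competitive TR-FRET after 10 min lysis at RT. Hill-fitted AC50.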
Lamin A splicing = qHTS Assay for Modulators of Lamin A Splicing. HeLa LMNA splicing GFP/RFP minigene ratio, 48 h. Potency, µM (doses to about 46.1 µM), inactives show at the highest dose ratio change, negative = inhibition, usual class: inhibitors. actives 0.01% (n = 200,000). AID 1487, 2009; active means well fitted inhibition curve with a large enough effect in the signal ratio, with a control signal flat, not every such curve was filed as active; inconclusive means small, poorly fitted or top-dose-only effect, or effect the other way, or a change in a side signal; the % refers to the signal ratio; further: potency means the concentration at half of the fitted maximal effect; on the % scale 0 is the no-effect control and ±100 the full control effect
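S3 HeLa cells stably expressing lamin A-EGFP splicing minigene plus DsRed2, 600 cells/well, 48 h compound exposure at 37C. Laser-scanning cytometry; analysed as GFP (500-530 nm)/RFP (575-640 nm) total intensity ratio; 0.5% DMSO vehicle.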
HttQ103 aggreg = qHTS Multiplex Assay to Identify Dual Action Probes in a Cell Model of Huntington: Aggregate Formation (GFP); PC12 HttQ103-GFP aggregates, Acumen cytometry, 40 h; actives 1.1% (n = 220,000); Potency, µM (top dose mostly 46.1 µM), inactives show top-dose activity change, negative = inhibition, most hits filed as inhibitors; further: potency means the concentration at half of the fitted maximal effect; on the % scale 0 is the no-effect control and ±100 the full control effect; nearly all actives have a fitted effect of over 60% in size
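Huntingtin Q103 exon 1–GFP aggregates in induced PC12 cells (100 nM tebufenozide) were quantified by cytometry from lysates, with compounds dosed in titration.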
KinaseGlo FLuc = Counterscreen for Luciferase (Kinase-Glo TM) Inhibition | actives 0.28% (n = 200,000) | Potency, µM (top dose mostly 38.3 µM), for the others: top-dose activity change, negative = inhibition, actives largely listed as inhibitors | AID 1379, 2008 | Kinase-Glo luciferase, ATP luminescence, 8 min | Luciferin 4-monooxygenase (Photuris pensylvanica), Q27757; further: potency means the concentration at half of the fitted maximal effect; on the % scale 0 is the no-effect control and ±100 the full control effect; nearly all actives have a fitted effect of over 60% in size
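Substrate mix (final 50 mM imidazole pH 7.2, 50 mM KCl, 7 mM MgCl2, 10 uM ATP, 0.01% Tween 20, 0.05% BSA) plus pin-tool compound, then Kinase-Glo detection mix; 8 min ambient, luminescence read.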
Numbers without * were called inactive; [ ] = dose if it differs, or a comment. Unless noted, the call rests on the fitted dose curve; in most records, active means well fitted curve in the direction sought with a large enough effect; inconclusive means small, poorly fitted or top-dose-only effect, or another doubt; inactive means no such curve, though single readings can be large; an effect the other way counts as inactive or inconclusive.

For C=CCOc1ccc(CNn2nnnc2N)cc1 the results were SMN2 splice enh -14%, HTT ATP protect -11%, CBFb RUNX1 block 13%, IMPase Li cell 1%[38.3 µM], Lamin A splicing -5%, HttQ103 aggreg -18% and KinaseGlo FLuc 1%.
O=C1C2C3c4ccccc4C(Br)(c4ccccc43)C2C(=O)N1c1ccccc1O (centres undefined) was read as SMN2 splice enh 21%, CBFb RUNX1 block -10%, IMPase Li cell -1%, Lamin A splicing -5%, HttQ103 aggreg 6% and KinaseGlo FLuc -3%.
For Cc1ccc(-c2nn3c(C)nnc3s2)cc1NC(=O)c1ccc(Br)o1 the results were SMN2 splice enh -16%, HTT ATP protect -29%, CBFb RUNX1 block 6%, IMPase Li cell 15%[38.3 µM], Lamin A splicing -6%, HttQ103 aggreg 1% and KinaseGlo FLuc -2%.
Screening C=CCOC(=O)c1sc(NC(=O)c2ccc(OC)cc2)nc1C returned SMN2 splice enh inconclusive, HTT ATP protect -25%[10 µM], CBFb RUNX1 block -1%, IMPase Li cell inconclusive, HttQ103 aggreg -5%[9.22 µM] and KinaseGlo FLuc -12%.
For C/C(=C\c1ccco1)C1C(C#N)=C(N)Oc2n[nH]c(-c3ccccc3)c21 (centres undefined) the results were SMN2 splice enh -8%, HTT ATP protect 1%, CBFb RUNX1 block -11%, IMPase Li cell 0%[38.3 µM], Lamin A splicing 6%, HttQ103 aggreg 7% and KinaseGlo FLuc -1%.
`CCCNS(=O)(=O)c1ccc(NC(=O)Cc2cccs2)cc1` gave SMN2 splice enh -26%, HTT ATP protect 4%[1.9 µM], CBFb RUNX1 block 13%, IMPase Li cell 6%, Lamin A splicing inconclusive, HttQ103 aggreg -7% and KinaseGlo FLuc 0%.
COc1ccc(Cl)cc1N1C(=O)[C@@H]2C(c3cccc(OC)c3OC)=NO[C@@H]2C1=O was read as HTT ATP protect 21%, CBFb RUNX1 block 3%, Lamin A splicing -3% and HttQ103 aggreg -2%.
`CC(C)(C)C1CCC(OC(=O)C[N+]2(C)CCCCC2)CC1` (centres undefined) gave SMN2 splice enh -25%, HTT ATP protect -43%[inhibitor], CBFb RUNX1 block 18%, IMPase Li cell 13%, HttQ103 aggreg inconclusive and KinaseGlo FLuc -1%.
`N#CC1=C(N)Oc2n[nH]c(-c3ccc(F)cc3)c2C1c1cccc(OC(=O)N2CCOCC2)c1` (centres undefined) gave SMN2 splice enh 12%, HTT ATP protect -6%, CBFb RUNX1 block -4%, IMPase Li cell 13%[38.3 µM], Lamin A splicing 7%, HttQ103 aggreg -2%[9.22 µM] and KinaseGlo FLuc 1%.
For Cc1ccccc1NC(=O)N1C2CCCC1CC(NC(=O)C1CC1)C2 (centres undefined) the results were SMN2 splice enh -4%, HTT ATP protect -2%[10 µM], CBFb RUNX1 block 3%, IMPase Li cell 27%[38.3 µM], Lamin A splicing 19%, HttQ103 aggreg 0% and KinaseGlo FLuc -3%.

3 structures already listed, ordered by SMILES length, descending:
O=C1C2C3c4ccccc4C(Br)(c4ccccc43)C2C(=O)N1c1ccccc1O (centres undefined) was read as SMN2 splice enh 21%, CBFb RUNX1 block -10%, IMPase Li cell -1%, Lamin A splicing -5%, HttQ103 aggreg 6% and KinaseGlo FLuc -3%.
`CC(C)(C)C1CCC(OC(=O)C[N+]2(C)CCCCC2)CC1` (centres undefined) gave SMN2 splice enh -25%, HTT ATP protect -43%[inhibitor], CBFb RUNX1 block 18%, IMPase Li cell 13%, HttQ103 aggreg inconclusive and KinaseGlo FLuc -1%.
`CCCNS(=O)(=O)c1ccc(NC(=O)Cc2cccs2)cc1` gave SMN2 splice enh -26%, HTT ATP protect 4%[1.9 µM], CBFb RUNX1 block 13%, IMPase Li cell 6%, Lamin A splicing inconclusive, HttQ103 aggreg -7% and KinaseGlo FLuc 0%.

(continued)
COc1ccc(CNC(=O)C2CC(c3ccccc3[N+](=O)[O-])=NO2)cc1 (centres undefined) was read as SMN2 splice enh -4%, HTT ATP protect -12%, CBFb RUNX1 block -2%, IMPase Li cell 1%[38.3 µM], Lamin A splicing 1%, HttQ103 aggreg 14% and KinaseGlo FLuc 1%.
Screening COCCCNc1nc2nonc2nc1N(C)CC1CCCN1C (centres undefined) returned HTT ATP protect 20%[10 µM], CBFb RUNX1 block 8%, IMPase Li cell 6%, Lamin A splicing 15%[46 µM], HttQ103 aggreg 13%[9.22 µM] and KinaseGlo FLuc -3%.
`COc1ccc(C(=O)c2coc(-c3ccccc3C(=O)O)c2C(=O)O)cc1` gave SMN2 splice enh -12%, CBFb RUNX1 block 7%, IMPase Li cell -4%, Lamin A splicing -5%, HttQ103 aggreg 13% and KinaseGlo FLuc 11%.
CCN1CCN(C(c2cccs2)C(C)NC(=O)C(C)C)CC1 (centres undefined) was read as SMN2 splice enh 7%, HTT ATP protect -10%[10 µM], CBFb RUNX1 block -4%, IMPase Li cell 7%, Lamin A splicing -8%, HttQ103 aggreg -13% and KinaseGlo FLuc 0%.
For Cc1ccc(N2C(=O)Nc3cc(Cl)c(Cl)cc3N2O)cc1Cl the results were SMN2 splice enh -19%, HTT ATP protect -26%, CBFb RUNX1 block -2%, IMPase Li cell 4%, Lamin A splicing 26%[9.22 µM], HttQ103 aggreg 8% and KinaseGlo FLuc 0%.
Screening CCCCNC(=O)C1CCN(S(=O)(=O)c2cnc[nH]2)CC1 returned SMN2 splice enh 13%, HTT ATP protect 10%, CBFb RUNX1 block -2%, IMPase Li cell 6%[38.3 µM], Lamin A splicing -1%, HttQ103 aggreg 0% and KinaseGlo FLuc 2%.
For Cc1cc(C(=O)CN2C(=O)C(=O)N(Cc3ccccc3)C2=O)c(C)n1CC1COc2ccccc2O1 (centres undefined) the results were SMN2 splice enh -57%[inhibitor], HTT ATP protect 6%[10 µM], CBFb RUNX1 block -14%, IMPase Li cell 7%, Lamin A splicing -25%[46 µM], HttQ103 aggreg inconclusive and KinaseGlo FLuc 0%.
CCOCCCNC(=O)Cc1ccc(F)cc1 was read as SMN2 splice enh 20%, CBFb RUNX1 block 17%, IMPase Li cell -5%, Lamin A splicing -5%, HttQ103 aggreg 8% and KinaseGlo FLuc 1%.
CCCC(=O)Nc1nc2ccc(NC(=O)c3c(F)c(F)c(OC)c(F)c3F)cc2s1 was read as SMN2 splice enh -27%, HTT ATP protect -43%[10 µM], CBFb RUNX1 block 14%, IMPase Li cell 19%, Lamin A splicing inconclusive, HttQ103 aggreg 0% and KinaseGlo FLuc 3%.
`Cc1ccccc1C1c2[nH]c3ccccc3c2CCN1Cc1cccn1-c1ncccn1` (centres undefined) gave HTT ATP protect 4%[10 µM], CBFb RUNX1 block -22% and HttQ103 aggreg 8%[9.22 µM].
Screening COC(=O)c1ccc(CSc2n[nH]c(-c3ccccc3)n2)o1 returned SMN2 splice enh 0%, HTT ATP protect 4%, CBFb RUNX1 block -4%, IMPase Li cell -1%, HttQ103 aggreg 27% and KinaseGlo FLuc 0%.
For CC1=C(C(=O)OC(C)(C)C)C(c2ccco2)C(C#N)=C(N)O1 (centres undefined) the results were SMN2 splice enh 9%, HTT ATP protect -4%, CBFb RUNX1 block 3%, IMPase Li cell 12%[38.3 µM], Lamin A splicing -2%, HttQ103 aggreg 10% and KinaseGlo FLuc -15%.
`CCOc1cnc(-c2c(-c3c(F)cccc3Cl)noc2C)o1` gave SMN2 splice enh -68%[inhibitor], CBFb RUNX1 block 0%, IMPase Li cell 27%, HttQ103 aggreg -29% and KinaseGlo FLuc 6%.
CCC(C)(NC(=O)c1ccccn1)C(=O)NC1CCCC1 (centres undefined) was read as SMN2 splice enh -14%, HTT ATP protect -6%, CBFb RUNX1 block -2%, IMPase Li cell 6%, HttQ103 aggreg -3% and KinaseGlo FLuc -2%.
Screening COc1cccc(Cn2cccc(NC(=O)NC3CCCCC3)c2=O)c1 returned SMN2 splice enh -23%, HTT ATP protect -12%, CBFb RUNX1 block -9%, IMPase Li cell 3%[38.3 µM], Lamin A splicing -13%, HttQ103 aggreg 5% and KinaseGlo FLuc 0%.
For C=CCOC(=O)N[C@@H](Cc1ccccc1)/C(C(=O)OC)=C(\C)NCc1ccccc1 the results were SMN2 splice enh 10%, HTT ATP protect 0%, CBFb RUNX1 block 1%, IMPase Li cell 22% and KinaseGlo FLuc -10%.
Screening CCNc1nc(OCCNS(=O)(=O)c2cc(C)ccc2C)nc(N(C)C)n1 returned SMN2 splice enh -7%, HTT ATP protect 4%, CBFb RUNX1 block 1%, IMPase Li cell -5%[38.3 µM], Lamin A splicing 6%, HttQ103 aggreg 3% and KinaseGlo FLuc -3%.
`CCN(CC)S(=O)(=O)c1cccc(NC(=O)COC(=O)c2n[nH]c(=O)c3ccccc23)c1` gave SMN2 splice enh 0%, HTT ATP protect -13%, CBFb RUNX1 block -5%, IMPase Li cell 20%, Lamin A splicing 8%[46 µM], HttQ103 aggreg 13% and KinaseGlo FLuc -1%.
For COc1ccc(N2CCN(C(=S)Nc3cccc(C)c3C)CC2)cc1 the results were SMN2 splice enh 8%, HTT ATP protect 17%, CBFb RUNX1 block 5%, IMPase Li cell 1%[38.3 µM], Lamin A splicing 4%, HttQ103 aggreg -9% and KinaseGlo FLuc -6%.
`CCCCCC(=O)NNC(=S)NC(=O)c1cccc([N+](=O)[O-])c1` gave SMN2 splice enh -71%, CBFb RUNX1 block -1%, IMPase Li cell -6%, Lamin A splicing inconclusive, HttQ103 aggreg 1% and KinaseGlo FLuc 2%.
`COc1ccc(/C=N/n2c(N)nc(-c3ccccc3)c2-c2ccccc2)cc1` gave SMN2 splice enh -49%[inhibitor], HTT ATP protect -9%, CBFb RUNX1 block -9%, IMPase Li cell 15%[38.3 µM], Lamin A splicing inconclusive, HttQ103 aggreg -23% and KinaseGlo FLuc -6%.
